Apoferritin bind = binds horse apoferritin like a general anesthetic. apoferritin/1-aminoanthracene competitive binding, fluorescence. 350,000 compounds, 0.074% hits. Potency, µM (series often up to 77.5 µM), without a hit: at the highest dose activity change, negative = displacement, hits mostly inhibitors. AID 485281. P02791; also: potency is read from the fitted curve at half-maximal effect; % is scaled to controls: 0 for no effect and ±100 for the full control effect; nearly all actives have a fitted effect of over 20% in size
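Read-out: endpoint 1-AMA fluorescence, excitation 380 nm and emission 535 nm, after compounds sit 10 min at room temperature with 10 uM horse-spleen apoferritin in 50% saturated 1-AMA/PBS. Values come from four-parameter Hill fits.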
Pol eta inh = blocks human DNA polymerase eta activity; recombinant Pol eta, fluorescent DNA replication assay; Potency, µM (highest dose often 114 µM), without a hit: top-dose activity change, negative = inhibition, most hits filed as inhibitors; AID 588591; Q9Y253; 390,000 compounds, 1.2% hits; also: potency is read from the fitted curve at half-maximal effect; % is scaled to controls: 0 for no effect and ±100 for the full control effect
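Fluorescent replication assay: 50 nM final substrate added after a 15 min room-temperature compound preincubation with 10 nM enzyme. Signal taken at 0 min and again at 10 min.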
Glioma ERSR ind = ER stress response induction in glioma; U87-MG GRP78 promoter luciferase reporter, 16 h; Potency, µM, for inactives: top-dose activation, most hits filed as activators; 420,000 compounds, 0.02% hits; AID 602332; also: potency is read from the fitted curve at half-maximal effect; series mostly up to about 76 µM; % of control where 0% means no effect; nearly all actives have a fitted effect of over 35% in size
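ERSR induction read as luciferase luminescence (Bright-Glo, 10 min at room temperature) in stably transfected human U87-MG glioma cells exposed to compounds for 16 h, using GRP78 as sensor.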
LDHA inh = blocks human lactate dehydrogenase A | P00338 | purified LDHA, NADH/diaphorase-resazurin fluorescence; hits give low values | activity change, % (values are at about 110 or 230 µM) | 480,000 compounds, 0.15% hits; in the data active = activity change below about -30%; inconclusive = mostly about -25% to -30%;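 also: plate controls were DMSO wells for no effect and wells without enzyme for full effect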
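LDH5 2 nM; NADH 0.06 mM, pyruvate 0.2 mM; 200 mM Tris pH 7.4, EDTA, Tween-20; 5 min RT. Detection: diaphorase 0.133 mg/mL + resazurin 37 µM, fluorescence ex540/em590 at 0 and 20 min; normalized to enzyme-free and DMSO wells.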
Pol iota inh = blocks human DNA polymerase iota activity; Q9UNA4; Pol iota fluorescent replication assay, 10 min; Potency, µM (series often up to 115 µM), for the others: top-dose activity, negative = inhibition, usual class: inhibitors; 390,000 compounds, 1% hits; also: potency is read from the fitted curve at half-maximal effect
Target sequence (Q9UNA4 whole entry, looked up): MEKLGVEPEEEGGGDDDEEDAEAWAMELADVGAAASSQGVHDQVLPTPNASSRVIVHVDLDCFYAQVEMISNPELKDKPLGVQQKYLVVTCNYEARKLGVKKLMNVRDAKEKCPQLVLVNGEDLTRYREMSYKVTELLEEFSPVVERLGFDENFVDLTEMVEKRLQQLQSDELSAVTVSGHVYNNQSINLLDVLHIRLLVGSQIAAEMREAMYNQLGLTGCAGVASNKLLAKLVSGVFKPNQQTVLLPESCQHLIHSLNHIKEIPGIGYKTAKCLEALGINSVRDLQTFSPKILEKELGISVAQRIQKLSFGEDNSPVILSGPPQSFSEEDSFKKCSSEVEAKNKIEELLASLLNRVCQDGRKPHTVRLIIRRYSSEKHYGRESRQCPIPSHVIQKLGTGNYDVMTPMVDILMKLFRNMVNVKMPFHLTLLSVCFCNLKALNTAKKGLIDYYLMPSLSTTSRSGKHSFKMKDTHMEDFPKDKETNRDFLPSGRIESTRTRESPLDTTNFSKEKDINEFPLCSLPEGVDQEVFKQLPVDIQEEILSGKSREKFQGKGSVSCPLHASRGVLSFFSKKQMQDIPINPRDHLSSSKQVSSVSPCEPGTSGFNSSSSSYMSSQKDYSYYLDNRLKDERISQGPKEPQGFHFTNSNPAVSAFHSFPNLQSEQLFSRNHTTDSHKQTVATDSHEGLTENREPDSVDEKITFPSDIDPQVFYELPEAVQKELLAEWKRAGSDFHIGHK
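Fluorescent replication assay read twice, at 0 min and 10 min after adding 50 nM (final) substrate. Enzyme (10 nM) and compounds were first incubated 15 min at room temperature; enzyme-free buffer wells were negative controls.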
APEX1 inh = APE1 (human) endonuclease inhibition | recombinant APE1, TAMRA/BHQ-2 abasic DNA cleavage fluorescence | Potency, µM (highest dose often 65.8 µM), inactives show at the highest dose activity change, negative = inhibition, actives largely listed as inhibitors | 350,000 compounds, 0.35% hits | P27695;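 also: potency is read from the fitted curve at half-maximal effect; plate controls were vehicle for no effect and reference inhibitor for full effect; nearly all actives have a fitted effect of over 55% in size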
Target sequence (P27695 whole entry, looked up): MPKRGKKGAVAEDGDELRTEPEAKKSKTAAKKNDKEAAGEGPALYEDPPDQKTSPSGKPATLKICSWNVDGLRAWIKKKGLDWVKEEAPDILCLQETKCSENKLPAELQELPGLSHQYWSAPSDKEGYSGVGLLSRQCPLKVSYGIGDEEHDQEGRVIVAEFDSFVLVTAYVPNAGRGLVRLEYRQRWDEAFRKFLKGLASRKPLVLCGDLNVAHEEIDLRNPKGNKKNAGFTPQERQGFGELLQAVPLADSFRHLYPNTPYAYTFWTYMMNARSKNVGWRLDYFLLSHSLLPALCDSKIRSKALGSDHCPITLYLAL
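Readout is kinetic fluorescence (ex 525, em 598 nm) from cleavage of 50 nM TAMRA/BHQ-2 THF abasic duplex by 0.75 nM APE1, compound added 15 min beforehand at RT.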
Pol kappa inh = blocks human DNA polymerase kappa activity; Q9UBT6; purified Pol kappa, fluorescent DNA synthesis assay, 10 min; Potency, µM (doses to about 107 µM), inactives show at the highest dose activity, negative = inhibition, most hits filed as inhibitors; 400,000 compounds, 0.53% hits; AID 588579; also: potency is read from the fitted curve at half-maximal effect; % is scaled to controls: 0 for no effect and ±100 for the full control effect
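Inhibition of 10 nM Pol kappa is measured by a fluorescent read-out at 0 and 10 min following addition of 50 nM substrate (final), with a 15-min room-temperature compound preincubation.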
BLM helicase inh = inhibitors of human Bloom syndrome helicase BLM; P54132; recombinant BLM DNA unwinding, fluorescence dequenching; Potency, µM (top dose mostly 56.1 µM), without a hit: at the highest dose activity change, negative = inhibition, usual class: inhibitors; 350,000 compounds, 0.2% hits; AID 2528;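 also: potency is read from the fitted curve at half-maximal effect; plate controls were vehicle for no effect and no enzyme for full effect; nearly all actives have a fitted effect of over 35% in size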
Pol beta inh = DNA polymerase beta (human) inhibition | P06746 | 340,000 compounds, 1.3% hits | Potency, µM (highest dose often 114 µM), for inactives: top-dose activity change, negative = inhibition, actives largely listed as inhibitors | Pol beta primer extension/strand displacement, fluorescence kinetic; also: potency is read from the fitted curve at half-maximal effect; % is scaled to controls: 0 for no effect and ±100 for the full control effect
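Homogeneous kinetic assay of primer extension and strand displacement by 10 nM Pol beta, preincubated 15 min at room temperature with compound before 50 nM substrate (final) was added. Read at 0 and 10 min; four-parameter Hill fit.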
Active calls of the source: *; ? = inconclusive; nt = not tested or not shown; & = joins results of further samples; [ ] = dose if it differs, or a comment. Unless noted, calls follow the shape of the dose curve; as a rule, active = well fitted curve in the direction sought with a large enough effect; inconclusive = small, poorly fitted or top-dose-only effect, or another doubt; inactive = no such curve, though single readings can be large; an effect the other way counts as inactive or inconclusive. Only part of the results is shown; count on the stated rates, not on these rows.

Structure	Apoferritin bind	Pol eta inh	Glioma ERSR ind	LDHA inh	Pol iota inh	APEX1 inh	Pol kappa inh	BLM helicase inh	Pol beta inh
O=C(c1cccs1)N1CCN(C(=O)C(c2ccccc2)c2ccccc2)CC1	-8%	-12%	0%	-1	18%	-1%	-1%	-2%	24%
COc1ccc(-c2csc(N3CCN(Cc4ccc5c(c4)OCO5)CC3)n2)cc1	-5%	-8%	0%	-5	-5%[58.9 µM]	-1%	-16%	-5%	?
Oc1c(Br)cc(Br)cc1C=Nc1cccc2ncccc12	nt	?	-5%	10	42%[activator]	nt	-27%	nt	nt
Cc1ccccc1CC(=O)N1CCN(S(=O)(=O)c2cccs2)CC1	-18%	-15%	0%	-6	29%	26%	7%	0%	-10%
CCOC(=O)C1CCCN(C(=O)c2sc3nc(-c4ccc(OC)cc4)cn3c2C)C1 (stereo unspecified)	-23%	-6%	8%	0	-3%	-4%	-4%	-4%	30%
CCCNC(=O)c1ccccc1NS(=O)(=O)c1ccc(OC)c(OC)c1	8%	5%	-2%	-3	9%	13%	-5%	-10%	21%
CC(C)C[C@@H](N)C(=O)O	-4%	nt	-4%	nt	nt	-5%	4%[19.4 µM]	-4%	nt
Cc1ccc(Nc2sc(C(=O)c3ccccc3)c(N)c2S(=O)(=O)c2ccccc2)c(C)c1	95%[activator]	-14%	-2%	-1	11%	nt	-8%	-5%	23%
COc1ccc(OC)c(CNc2ncc(-c3ccc(F)cc3)n2C)c1	-18%	-8%	-3%	-20	38%[activator]	-2%	-3%	2%	30%
Nc1ccc(Oc2ncccn2)c(Cl)c1	-7%	6%	5%	-1	2%	2%	-19%[60.1 µM]	-2%	57%

Fetched by structure from the list above (2):
Structure	Apoferritin bind	Pol eta inh	Glioma ERSR ind	LDHA inh	Pol iota inh	APEX1 inh	Pol kappa inh	BLM helicase inh	Pol beta inh
Cc1ccc(Nc2sc(C(=O)c3ccccc3)c(N)c2S(=O)(=O)c2ccccc2)c(C)c1	95%[activator]	-14%	-2%	-1	11%	nt	-8%	-5%	23%
CCCNC(=O)c1ccccc1NS(=O)(=O)c1ccc(OC)c(OC)c1	8%	5%	-2%	-3	9%	13%	-5%	-10%	21%

Next records follow.
Structure	Apoferritin bind	Pol eta inh	Glioma ERSR ind	LDHA inh	Pol iota inh	APEX1 inh	Pol kappa inh	BLM helicase inh	Pol beta inh
CCOc1ccc(NC(=O)c2c(C)oc3nc(C)nc(N4CCOCC4)c23)cc1	-2%	-5%	-2%	-4	-1%	nt	-8%	2%	2%
O=C(C1=C(O)C(=O)N(CCCn2ccnc2)C1c1ccccc1)c1ccco1 (stereo unspecified)	-3%	-4%	-3%	-3	-10%	-7%	-9%	-1%	69%
CNC[C@H](Cc1ccccc1)NC[C@@H](Cc1cccc2ccccc12)NCCc1ccc(C)cc1	-23%	-15%	-10%	0	15%	15%	-15%	42%[activator]	21%
Cn1c(SCC(=O)Nc2cccc(NC(=O)c3cccs3)c2)nnc1-c1ccncc1	-21%	-9%	-2%	-4	-1%	2%	4%	3%	6%
Oc1ccc[n+](CC(O)c2ccccc2)c1 (stereo unspecified)	nt	-6%	5%	-12	-31%	-2%	-6%	nt	nt
Cc1nc2ncnn2c(C)c1CCC(=O)NCCCN1CCN(c2cccc(Cl)c2)CC1	-3%	-9%	-3%	-8	13%	0%	-10%	1%	2%
Cc1c(Cl)c(C(=O)NNC(=S)Nc2ccccc2)nn1C	-12%	-16%	2%	5	-25%	13%	4%	-15%	22%
CCn1nc(C)c(/C=N/NC(=O)c2ccoc2C)c1C	-7%	-6%	-10%	-2	-9%	-1%	-8%	-3%	1%
CN(CCC#N)c1ccc(/C=C(\C#N)c2ccccn2)cc1	5%	?	-10%	0	74%[activator]	4%	-14%	-20%	10%
Cc1cccc(OCc2nc(CC(=O)Nc3ccc(C)c(C)c3)cs2)c1	-12%	-15%	-3%	3	17%	nt	-4%	-2%	4%
O=C(Nc1ccc(F)cc1)C(Sc1nnc2ccccn12)c1ccccc1 (stereo unspecified)	-14%	-20%	-4%	0	-10%	17%	-6%	3%	33%
CCOc1ccc2[nH]c(=O)c(CN(CCCO)C(C)=O)cc2c1	-6%	-14%	-1%	-5	22%	-2%	-1%	0%	6%
CCc1ccc(C(=O)OCC(=O)c2c(N)n(CC(C)C)c(=O)n(C)c2=O)cc1	-22%	-3%	-1%	-9	21%	-6%	-3%	-9%	-1%
Nc1nc(C(=O)N2CCOCC2)nn1C(=O)c1ccc(Cl)cc1	-6%	-14%	-2%	1	-3%	-2%	16%	-1%	1%
CC(C)[C@H](NS(=O)(=O)c1cccc(C(F)(F)F)c1)C(=O)OCC(N)=O	-5%	-22%	-2%	0	27%	3%	4%	0%	101%
CN(C)c1c(F)cc(C(=O)NC(=O)NCc2cccnc2)cc1F	-1%	-19%	-2%	-4	8%	3%	6%	-6%	0%
CN(C)c1nc(N)c2nccnc2n1	nt	-2%	-2%	-2	5%	nt	-5%	nt	nt
CC(C)NC(=O)C1CCCN(S(=O)(=O)c2ccc3c(ccn3C)c2)C1 (stereo unspecified)	-14%	-17%	-3%	0	34%[activator]	nt	-8%[60.1 µM]	2%	6%
COc1ccc(/C(N)=N/OC(=O)c2cccc([N+](=O)[O-])c2)cc1OC	-10%	-13%	-2%	-6	16%	-3%	0%	1%	-2%
COCCNC(=O)CSc1ncnc2sc(-c3ccccc3)cc12	-6%	-9%	-2%	-2	98%[activator]	-6%	1%	2%	0%
Cc1cccc(C)c1NC(=O)N1CCC(C(N)=O)(N2CCCCC2)CC1	1%	1%	-1%	0	-6%	nt	1%	-5%	28%
CC1CCN(CC(=O)Nc2ccc(S(=O)(=O)N3CCCCC3)cc2)CC1	-3%	-1%	-1%	-3	-8%	-6%	-15%	-1%	7%
CC(C)Oc1ccc(CNC(=S)N/N=C/c2ccc([N+](=O)[O-])cc2)cc1	?	-10%	-4%	-1	8%	0%	-5%	-2%	0%
O=C(NC1CCOCC1)C1CCC(=O)N(CCc2ccc(Cl)cc2)C1 (stereo unspecified)	-6%	4%	-1%	-5	9%	-9%	11%	-2%	-3%
CC(C)(C)OC(=O)CNC(=O)c1[nH]cnc1C(=O)NCCCCCNC(=O)OC(C)(C)C	?	2%	-7%	3	2%	47%[activator]	-5%	-1%	6%
COc1ccc(CN(C(=O)c2cc(=O)c3ccccc3o2)C2CCS(=O)(=O)C2)cc1OC (stereo unspecified)	-13%&-7%	-8%&-18%	-1%&0%	0&-12&-2	-2%&26%	11%	-2%&7%	-1%&-4%	3%&17%
CC(=O)Nc1ccc(NC(=O)CSc2nc3ccccc3nc2N2CCOCC2)cc1	-9%	-22%	-1%	2	?	nt	-1%	-4%	-2%
C#CCOCCOCCOCCNc1nc(N2CCN(C(=O)[C@H](CCCCN)n3cc(C(N)CC(C)C)nn3)CC2)nc(N2CCN(C(=O)[C@H](CCC(=O)O)n3cc(C(N)[C@H](C)CC)nn3)CC2)n1 (stereo partly specified)	-4%	-4%	-3%	4	-8%	6%	-3%	-3%	41%
O=C1CC(N2CCN(c3cccc(C(F)(F)F)c3)CC2)C(=O)N1c1ccc(F)cc1 (stereo unspecified)	?	-19%	-1%	3	4%	?	-11%	-10%	43%
COC(=O)c1sc(N2C(=O)c3oc4ccccc4c(=O)c3C2c2cccs2)nc1C (stereo unspecified)	5%	-7%	-5%	-6	18%	-2%	-9%	0%	3%
CC1CCC(=NNS(=O)(=O)c2ccc([N+](=O)[O-])cc2)CC1 (stereo unspecified)	nt	-2%	-7%	2	5%	nt	5%	nt	nt
O=S(=O)(NC1=NCCC1)c1cccc(NS(=O)(=O)c2ccc(F)c(Cl)c2)c1	nt	-22%	-4%	-4	25%	5%	-8%	nt	nt
CCOc1ccc(C(CC(=O)O)NC(=O)c2cccs2)cc1 (stereo unspecified)	1%	-3%	-2%	-9	3%	-4%	-3%	-1%	6%
CCCCC1=NC2(CCCC2)C(=O)N1Cc1ccc(-c2ccccc2-c2nn[nH]n2)cc1	-1%&2%	nt	-4%	nt	nt	-4%&15%	6%[60.1 µM]	-7%&-2%	-1%
O=P(OCC1CCCO1)(OCC1CCCO1)OCC1CCCO1 (stereo unspecified)	nt	-8%	-2%	-4	-2%	nt	-5%	nt	nt
COc1cc(NC(=O)c2ccc(F)cc2)c(OC)cc1Cl	-13%	4%	9%	7	4%	-1%	-15%	-6%	3%
O=C1NCCCC1C(=O)Nc1ccccc1C(F)(F)F (stereo unspecified)	-20%	-3%	-2%	-12	14%	16%	-3%	-3%	24%
CCOC(=O)N1CCC(=NNC(=O)COc2cccc(C)c2)CC1	-9%	-19%	-3%	-1	-1%	3%	2%	-1%	25%
COc1ccccc1CNc1ncnc2c1cnn2-c1ccccc1	-13%	-19%	0%	-2	-15%	4%	-14%	-8%	23%
Cc1cc(C)nc(SCC(=O)c2ccc(O)c(O)c2)n1	-7%	16µM*	-3%	7	?	-41%	?	-8%	4.5µM*
O=C(NCc1cccnc1)c1ccccc1NS(=O)(=O)c1ccc(Br)cc1	nt	-2%	-4%	-1	-3%	7%	4%	nt	nt
CC(O)C(=O)NCCOCCOCCNC(=O)C(C)O (stereo unspecified)	1%	-22%	-4%	-3	-9%	16%	0%	0%	5%
COc1cc(NC(=O)C2=C(N3CCOCC3)/C(=C\c3ccc(Br)cc3)CC2)cc(OC)c1OC	-13%	-10%	0%	-2	1%	2%	-5%	-11%	4%
Cc1noc(C)c1COc1ccc(C(=O)N2CCC(C(N)=O)CC2)cc1	nt	-26%	-1%	-4&-1	30%[activator]	38%	1%	nt	nt
O=C(c1cc2cc(Cl)ccc2[nH]1)N1CCN(c2ccccn2)CC1	0%	-3%	-6%	-5	73%[activator]	24%	-1%	-11%	1%
CCOc1ccccc1NC(=O)CCNS(=O)(=O)c1cccc2nsnc12	-4%	-8%	2%	0	25%	29%	-5%	-2%	16%

Bioassay records as filed in PubChem.
